Assay outcomes as filed in PubChem.
Neddyl block: inhibitors of human cullin neddylation; P61081+Q13564; TR-FRET cullin neddylation, biochemical; calls only at 25 µM; actives 0.58% (n = 360,000); AID 651699; in the data active = inhibition above about 36%
Target sequence (P61081 whole entry, looked up): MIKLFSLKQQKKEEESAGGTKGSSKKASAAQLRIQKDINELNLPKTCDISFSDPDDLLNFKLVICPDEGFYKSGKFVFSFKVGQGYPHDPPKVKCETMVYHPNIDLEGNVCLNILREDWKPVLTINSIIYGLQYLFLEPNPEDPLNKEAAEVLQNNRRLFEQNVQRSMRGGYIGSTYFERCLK
Target sequence (Q13564 whole entry, looked up): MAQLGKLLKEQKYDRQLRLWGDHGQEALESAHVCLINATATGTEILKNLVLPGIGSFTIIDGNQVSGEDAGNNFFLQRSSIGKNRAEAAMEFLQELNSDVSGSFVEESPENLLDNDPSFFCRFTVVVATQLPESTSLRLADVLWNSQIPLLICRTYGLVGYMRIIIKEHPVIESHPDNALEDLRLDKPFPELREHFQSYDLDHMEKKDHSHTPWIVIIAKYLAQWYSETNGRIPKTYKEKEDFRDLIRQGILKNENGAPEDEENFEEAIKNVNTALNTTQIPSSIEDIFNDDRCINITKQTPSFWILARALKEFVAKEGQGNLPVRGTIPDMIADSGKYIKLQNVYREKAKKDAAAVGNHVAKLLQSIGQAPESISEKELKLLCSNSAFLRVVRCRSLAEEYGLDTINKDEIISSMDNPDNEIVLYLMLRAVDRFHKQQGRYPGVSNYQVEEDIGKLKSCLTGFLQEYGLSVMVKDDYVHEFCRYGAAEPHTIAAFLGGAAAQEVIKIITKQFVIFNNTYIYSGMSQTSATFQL
bovine MsrA act: bovine methionine sulfoxide reductase A activation | purified bovine MsrA, absorbance read-out | activation, % at 10.6 µM | actives 0.3% (n = 360,000) | AID 602163; in the data active = activation above about 7.5%;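 also: 0% = vehicle and 100% = reference activator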
NRP1-CendR mod: NRP-1/CendR interaction modulation; FAM-RPARPAR peptide binding to NRP-1, fluorescence polarization; inhibition, % at 25 µM; actives 0.85% (n = 360,000); AID 602438;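 active = inhibition or corrected inhibition above about 18%, plus a signal ratio from 0.5 to 1.5, limit read from the data, passing the limit was not always enough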; also: strong numbers were not always called active
MsrA inhibitor: bovine MsrA inhibition. purified bovine MsrA, absorbance read-out. inhibition, % at 15.5 µM. actives 0.75% (n = 360,000). AID 651718; in the data active = inhibition above about 4.5%;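 also: 0% = vehicle wells with enzyme and 100% = reference inhibitor wells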
eLon inh: E. coli protease La inhibition; P0A9M0; purified E. coli Lon protease, fluorescence polarization; inhibition, % at 7.94 µM; actives 0.42% (n = 360,000); AID 602123; in the data active = inhibition above about 13%, passing the limit was not always enough;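 also: 0% = enzyme with probe and DMSO and 100% = no enzyme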
MT1-MMP act inh: inhibitors of human MT1-MMP activation; P50281; GFP/RFP ratio change, % at 20 µM; HT1080 RFP-PRO-GFP cells, GFP/RFP ratio fluorescence, overnight; percent of plate control window, DMSO zero; actives 0.061% (n = 360,000); AID 651647;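 active = GFP/RFP ratio change of at least 30% with cell ATP level not reduced by more than half and red fluorescence within 50% of control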; also: strong numbers were not always called active
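Compound: 20 µM single dose, 1% DMSO / System: HT1080 RFP-PRO-GFP cells / Controls: DMSO and RFP-L50D-GFP cell wells / Read-out basis: GFP/RFP fluorescence ratio / Schedule: overnight compound exposure at 37 °C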
Rin1 Abl inh: human Rin1-Abl interaction inhibition. inhibition, % at 7.35 µM. TR-FRET Rin1/Abl binding, biochemical. actives 0.4% (n = 360,000); in the data active = inhibition above about 5%, passing the limit was not always enough
SKN-1 block: C. elegans SKN-1 inhibition | C. elegans VP596 Pgst-4::GFP/RFP ratio, acrylamide-induced, 24 h | inhibition, % at 21.8 µM | actives 0.49% (n = 360,000) | AID 624304;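 active = interference check ratio from 0.5 to 1.5 plus GFP to RFP signal ratio inhibition reaching or exceeding a fixed threshold, cut at about 30% in these data, passing the limit was not always enough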; also: some compounds called inactive have numbers as strong as hits
FAS-TE inh: blocks the thioesterase domain of human fatty acid synthase | P49327 | recombinant FAS-TE, OMFH fluorogenic substrate, fluorescence endpoint | inhibition, % at 15 µM | actives 0.67% (n = 360,000);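 active = compounds whose normalised, plate-corrected inhibition of enzyme fluorescence in the single-dose primary screen is 50% or more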;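 also: 0% = DMSO with enzyme and 100% = substrate without enzyme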
Active calls of the source: *; i = inactive; / = no result given.

molecule,Neddyl block,bovine MsrA act,NRP1-CendR mod,MsrA inhibitor,eLon inh,MT1-MMP act inh,Rin1 Abl inh,SKN-1 block,FAS-TE inh
Cc1cc(C)cc(-n2c(SCC(=O)Nc3cccc(S(=O)(=O)NC4=NCCCCC4)c3)nc3ccccc3c2=O)c1,i,-2,6,1.9,6,-23,-5,6,48
Cc1ccc(-n2c3c(cc(C(=O)NCCCN4CCOCC4)c2=O)C(=O)CC(C)(C)C3)cc1,i,-2,-4,3.1,-7,0,0,2,-2
COc1ccc(NC(=O)N(C)C[C@H]2Oc3c(NC(=O)Nc4ccc(C(F)(F)F)cc4)cccc3C(=O)N([C@H](C)CO)C[C@@H]2C)cc1,i,1,-2,-0.8,3,8,-3,6,62*
Oc1ccccc1CNc1cccc2cccnc12,i,3,-8,1.2,4,-12,1,-1,7
N#Cc1ccc(C(=O)OCC(=O)Nc2cccnc2Cl)cc1,i,-2,8,1.0,-15,-3,2,14,-3
CC(OC(=O)/C=C/c1ccccc1)C(=O)Nc1ccc(C(N)=O)cc1 (stereo not drawn),i,-4,6,-0.8,-7,3,1,-10,-4
CCN(Cc1nc2ccccc2c(=O)[nH]1)C(=O)C1CC(=O)N(c2cccc3ccccc23)C1 (stereo not drawn),i,-3,-8,1.0,-20,-1,1,-5,-6
N#C/C(=C\c1ccc(Cl)cc1)C(=O)Nc1cccnc1,i,-1,1,-1.0,0,8,0,0,20
O=C(Nc1nnc(SCc2ccccc2Cl)s1)C1COc2ccccc2O1 (stereo not drawn),i,-3,-2,0.2,5,-4,-1,-2,19
Cc1ccc(-n2cccc2/C=N/n2cnnc2)cc1Cl,i,0,10,2.9,-11,-1,-3,-21,-11
CCCCNS(=O)(=O)c1ccc2nc(-c3cccnc3)cc(C(=O)NC3CC3)c2c1,i,-1,-14,0.3,3,1,-2,11,4
C=CCOc1ccc(Br)cc1CNCCCN1CCOCC1,i,0,3,-0.9,-7,5,0,2,-6
N#CC1(NC(=O)CSc2nnc(-c3ccccc3F)n2N)CCCCC1,i,4,-9,0.1,-3,-5,1,-3,-6
S=C(NCc1ccccc1)N1CCCCC1,i,-14,8,0.5,-2,6,2,2,-15
CSc1ccccc1NC(=O)Cn1ccsc1=N,i,-4,5,0.7,-7,4,2,-8,-4
COC(=O)C(C)(C(=O)OC)c1ccc([N+](=O)[O-])cn1,i,-12,-1,-1.2,0,-2,6,-16,-5
O=C(NCc1ccc(Cl)cc1)c1ccc(Cl)cc1[N+](=O)[O-],i,-10,5,1.3,4,1,2,-9,18
CCCn1c(=O)cc(N)n(-c2ccc(OC(F)(F)F)cc2)c1=O,i,-7,4,0.6,-8,-2,-1,1,-8
O=C(CC1CCCC1)N1CCCC(Nc2cccc(F)c2)C1 (stereo not drawn),i,-1,17,0.5,-10,3,0,-4,0
CCCCOCCCNC(=O)N[C@H](C(=O)OC)C(C)C,i,0,18,-0.7,0,0,0,18,-2
CC(C)C[C@H](NC(=O)c1nc[nH]c1C(=O)N1CCc2ccccc2C1)C(=O)OCc1ccccc1,i,1,-3,-1.2,9,-2,2,-19,22
CCCNC(=O)Cn1cnc2sc(C(=O)N3CCN(Cc4ccc5c(c4)OCO5)CC3)c(C)c2c1=O,i,-4,2,-0.5,8,4,-6,-3,-5
O=C(c1cc2ccccc2o1)N1CCN=C1SCc1cccnc1,i,0,1,0.3,-8,12,-3,3,-1
O=C(COC(=O)c1cccnc1Cl)NC12CC3CC(CC(C3)C1)C2,i,-2,8,-0.3,-6,1,0,4,1
CC1(C)CC(=O)C=C(c2cccc3c2sc2ccccc23)C1,i,-5,1,1.2,-9,0,1,26,18

Of the compounds above, these have an aryl thioether with sulfur outside any ring:
molecule,Neddyl block,bovine MsrA act,NRP1-CendR mod,MsrA inhibitor,eLon inh,MT1-MMP act inh,Rin1 Abl inh,SKN-1 block,FAS-TE inh
Cc1cc(C)cc(-n2c(SCC(=O)Nc3cccc(S(=O)(=O)NC4=NCCCCC4)c3)nc3ccccc3c2=O)c1,i,-2,6,1.9,6,-23,-5,6,48
O=C(Nc1nnc(SCc2ccccc2Cl)s1)C1COc2ccccc2O1 (stereo not drawn),i,-3,-2,0.2,5,-4,-1,-2,19
N#CC1(NC(=O)CSc2nnc(-c3ccccc3F)n2N)CCCCC1,i,4,-9,0.1,-3,-5,1,-3,-6
CSc1ccccc1NC(=O)Cn1ccsc1=N,i,-4,5,0.7,-7,4,2,-8,-4

(continued)
molecule,Neddyl block,bovine MsrA act,NRP1-CendR mod,MsrA inhibitor,eLon inh,MT1-MMP act inh,Rin1 Abl inh,SKN-1 block,FAS-TE inh
O=C(Cc1cccs1)N1CCCC(c2nc3c(nnn3Cc3cccc(Cl)c3)c(=O)[nH]2)C1 (stereo not drawn),i,-5,-6,/,-9,3,2,5,14
Cc1ccc(S(=O)(=O)N2CCC(C(=O)N/N=C/c3ccncc3)CC2)cc1,i,-10,-2,-0.7,11,-1,1,-5,-8
COc1ccc(N2CCN(S(=O)(=O)c3cnc[nH]3)CC2)cc1,i,-5,-14,-2.1,0,3,-1,7,-8
CN(C)S(=O)(=O)c1ccc(Cl)c(NC(=O)COc2ccccc2[N+](=O)[O-])c1,i,-8,1,-1.3,-1,-3,1,-2,-6
CC(C)=CCc1c(O)c(CC=C(C)C)c2occ(-c3ccc(O)cc3)c(=O)c2c1O,i,-3,-7,-1.4,-3,-5,0,7,27
CCN(Cc1ccccc1)C(=O)C1CCN(C/C(C)=C/c2ccccc2)CC1,i,-2,4,-0.1,-10,4,-2,-1,-5
CCCOc1ccc(C2/C(=C(/O)c3ccc(F)cc3)C(=O)C(=O)N2CCCN(C)C)cc1 (stereo not drawn),i,-2,-14,1.2,-7,-4,-3,18,-2
N#Cc1c(N)nc(SCc2ccccn2)c(C#N)c1-c1cccs1,i,-14,-11,1.1,3,8,0,-1,-2
CSc1ccccc1NC(=O)COc1ccccc1C,i,-2,-5,-0.8,4,-3,-4,2,13
Cc1ccc(S(=O)(=O)N2CCN(C(=O)COC(=O)c3nc(Cl)ccc3Cl)CC2)c(C)c1,i,-4,5,0.1,-5,-2,1,-8,11
CCCCCn1c2c(c(=N)c3ccccc31)CCC2,i,-3,6,0.1,0,2,-3,16,0
Cc1ccc(NCSc2ccc(Cl)cc2)cc1,i,0,0,0.3,-3,-22,2,6,3
O=C(CNC(=O)c1ccccc1F)N/N=C/c1cn[nH]c1-c1ccccc1,i,-3,-2,0.6,-6,2,2,7,-9
O=C(Nc1ccc2c(c1)nc1n2CCOC1)c1ccccc1,i,-2,2,1.3,6,3,0,14,-4
Cc1c(Br)c(C(=O)N2CCc3ccccc32)nn1C,i,0,-12,-0.2,-23,4,-6,5,-9
COCCNC(=O)C1(C)CCN(C(=O)c2oc3ccccc3c2C)C1 (stereo not drawn),i,-3,-10,1.6,-2,-1,-4,-19,-7
O=C(CC1SCCNC1=O)Nc1ccc(Cl)c(Cl)c1 (stereo not drawn),i,-8,-2,1.7,-10,0,3,-2,1
COc1ccc(N/N=C2/CCCCC2=O)cc1,i,0,-5,-0.4,-5,7,2,1,-5
Cn1c(=O)c2cnc(-c3ccc(C(F)(F)F)cc3)nc2n(C)c1=O,i,0,-7,-1.1,10,-1,-3,4,-10
Cc1ccccc1-n1nc2c(c1NC(=O)C(C)C)CS(=O)(=O)C2,i,-2,4,0.0,2,-7,-1,2,-3
COC(=O)Nc1ccc(S(=O)(=O)N(C)C)cc1,i,-3,-4,0.2,-6,1,3,-9,-7
O=C(NCCCO)C12CC3CC(CC(C3)C1)C2,i,-12,9,-0.3,-6,-3,-7,-4,-10
O=C(Cc1ccccc1Cl)Nc1ccc(S(=O)(=O)N2CCOCC2)cc1,i,-2,0,0.1,-14,-4,-5,2,0
CC(C)COc1ccc(C/C(N)=N/n2cnnc2)cc1,i,8.0*,-6,-1.0,-4,-1,1,-11,-9
CCc1nc2nc(C)cc(Nc3cccc(C(F)(F)F)c3)n2n1,i,-1,8,-0.3,-1,-2,0,33,-4

Further compounds.
molecule,Neddyl block,bovine MsrA act,NRP1-CendR mod,MsrA inhibitor,eLon inh,MT1-MMP act inh,Rin1 Abl inh,SKN-1 block,FAS-TE inh
CCOC(=O)c1c(C(F)(F)F)cc(-c2ccc(F)cc2)nc1C,i,-2,0,0.9,-5,0,2,-4,30
CCOC(=O)Cn1c(C)c(Br)c(=O)c2cccc(C)c21,i,-5,4,-0.9,-4,0,1,0,15
CC1CCCC(C)N1C(=O)COC(=O)Cc1ccc(F)cc1 (stereo not drawn),i,-3,-10,-0.7,-5,2,1,-22,-8
Cc1ccc(NS(=O)(=O)c2cc3[nH]c(=O)c(=O)[nH]c3cc2C)c(C)c1,i,-2,8,1.1,-4,0,-6,-6,3
O=C(/C=C/c1ccc(F)cc1)c1cc(Br)ccc1O,i,-3,-8,2.0,1,7,-6,20,8
CCOC(=O)c1cccc(NC(=O)/C=C/c2ccc([N+](=O)[O-])cc2)c1,i,0,-4,1.5,8,-2,1,10,15
CN(C)CCCNCCCNC(=O)/C(=N\O)c1ccccc1,i,1,18,0.5,-6,1,1,5,-7
CCCc1ccc(OCc2ccc(C(=O)OC)o2)c(OC)c1,i,-1,14,/,3,2,-2,7,11
CCCCn1nc(C(=O)N(C)CC(=O)Nc2cccc(F)c2)c2ccccc2c1=O,i,-2,-4,0.3,5,0,1,8,9
O=C(Nc1cc(C(F)(F)F)ccc1-n1cncn1)c1ccc(Cl)cc1,i,-2,-26,0.3,4,2,-2,-25,11
O=C(Nc1cccc(Cl)c1)c1cc2c(=O)n3ccccc3nc2s1,/,-3,-4,-0.4,-14,1,-2,-4,-2
COc1ccc(/C=N/Nc2ccccn2)c(OC)c1OC,i,-4,-2,3.8,-3,5,-4,-1,1
O=C(COC(=O)CCOc1ccccc1)Nc1ccc(Cl)cn1,i,-8,-17,0.6,-3,-1,2,21,-5
CSCCCNC(=S)Nc1cccc(S(=O)(=O)NC2=NCCC2)c1,i,-3,-5,0.2,-2,-1,-2,1,-4
COc1cc2[nH]c(=S)nc(NCC3CCCO3)c2cc1OC (stereo not drawn),i,-14,-8,2.5,-15,2,-5,7,-14
CCc1ccccc1Nc1nc(N)nc(COC(=O)CCC(=O)c2ccc(F)cc2)n1,i,0,-10,/,-5,-1,2,-2,4
O=S(=O)(NCC1OCCc2ccccc21)c1ccc(S(=O)(=O)N2CCOCC2)cc1 (stereo not drawn),i,-11,0,0.7,6,6,4,-6,-3
O=C(N/N=C/c1ccc(N2CCOCC2)cc1)C1COc2ccccc2O1 (stereo not drawn),/,-5,19,2.8,3,-10,-3,-4,-3
COC(=O)c1ccc(CSc2nc3ccc(C)cc3[nH]2)o1,i,-5,-6,0.4,-4,5,1,17,-1
O=C(Cn1cnc2ccccc2c1=O)Nc1ccc2c(c1)OCO2,i,-4,-2,-0.8,-2,-1,4,-1,-13
CC(=O)N1CCc2cc(S(=O)(=O)NC3CCCCC3)ccc21,i,-2,-3,-0.3,1,5,0,2,1
Cc1cc(C)c2[nH]c(C)c(CN3CCCCCC3)c(=O)c2c1,i,0,5,0.7,1,-6,0,9,0
O=C(NCC(c1cccnc1)N1CCN(c2ccccc2F)CC1)C1CCCCC1 (stereo not drawn),i,-1,7,2.5,10,8,0,19,-8
O=C(CCN1C(=O)C2CC=C(Cl)CC2C1=O)Nc1ccccc1O (stereo not drawn),i,-6,-8,0.2,1,3,1,-4,-14
Cc1ccc(S(=O)(=O)Nc2cccc(NC(=O)CN3CCCCC3)c2)cc1,i,-11,0,-1.0,0,6,3,-6,-4
CCOCCCNC(=O)c1ccc(N2CCCC2)c(NS(=O)(=O)c2ccc(C)cc2)c1,i,-4,3,1.4,-4,-1,-2,6,1
